From PubChem
AID2073: disruptors of CaV2.2 binding to Mint1 – biochemical, HTRF (AID 2073). HTRF protein-protein interaction, Mint1-CaV2.2; higher % means a stronger effect. one-dose inhibition, % at 20 µM; IC50 in µM for titrated hits. hit rate 0.19% among 290,000; in the data active = inhibition mostly above about 51%, no sharp cut-off; note: some results filed as inactive read as strong as hits
HIV peptide binding: inhibitors of HIV fusion peptide binding, primary screen, biochemical, uHTS, fluorescence dequenching (AID 1986) | inhibition, % at 20 µM, or IC50 in µM where a hit was titrated | cell-free peptide binding, fluorescence dequenching, 30 min; higher % means a stronger effect | hit rate 0.3% among 290,000; in the data active = inhibition mostly above about 52%, no sharp cut-off; inactive = mostly below about 76%; note: some results filed as inactive read as strong as hits
KOR beta-arrestin-1: kappa opioid receptor activators – cell-based, luminescence, uHTS, primary screen (AID 1777); hit rate 0.02% among 280,000; KOR beta-arrestin recruitment, luminescence; higher % means a stronger effect; one-dose activation, % at 10 µM; EC50 in µM for titrated hits; in the data active = activation above about 50%, passing the limit was not always enough; note: a part of the inactive calls stands beside numbers as strong as those of hits
GPR35 arrestin U2OS: inhibition of zaprinast-stimulated GPR35 beta-arrestin translocation – imaging, U2OS, beta-arrestin-GFP, zaprinast agonist, primary screen (AID 2058). U2OS GPR35 beta-arrestin-GFP translocation imaging, zaprinast antagonism; higher % means a stronger effect. inhibition, % at 10 µM; hits with a dose series show IC50 in µM. hit rate 0.052% among 290,000;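 active = inhibition of at least 50% with at least 30 cells and total cytoplasm GFP at most 10,000,000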
GPR55 activation: selective activators of receptor GPR55 – imaging, U2OS cells, beta-arrestin-GFP redistribution, primary screen (AID 1961); activation, % at 10 µM; hits with a dose series show EC50 in µM; U2OS GPR55 beta-arrestin-GFP redistribution imaging; higher % means a stronger effect; hit rate 0.048% among 290,000;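 active = activation above 40% with more than 50 cells counted in the well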;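 note: U2OS osteosarcoma cells stably expressing GPR55 and beta-arrestin-GFP; plate controls were DMSO negative control for no effect and LPI positive control for full effect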
Siah-1 displacement: Siah-1 peptide-binding antagonists, primary screen, biochemical, fluorescence polarization, rhodamine-plectin, uHTS (AID 1817). Siah-1 / rhodamine-plectin peptide fluorescence polarization; higher % means a stronger effect. displacement, % at 20 µM, or IC50 in µM where a hit was titrated. hit rate 0.02% among 290,000;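 active = displacement of at least 50% at 20 µM, with a fluorescence ratio check between 0.3 and a set limit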;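 note: plate controls were Siah plus tracer with DMSO for no effect and tracer alone without Siah for full effect; strong numbers were not always called active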
KOR beta-arrestin-2: KOR antagonists, beta-arrestin recruitment, cell-based, luminescence, uHTS (AID 1778); KOR beta-arrestin recruitment, luminescence, antagonist mode; higher % means a stronger effect; one-dose inhibition, % at 10 µM; IC50 in µM for titrated hits; hit rate 0.091% among 290,000; in the data active = inhibition above about 50%; note: strong numbers were not always called active
GPR55 antagonists: inhibition of LPI-stimulated GPR55 beta-arrestin translocation – imaging, U2OS, beta-arrestin-GFP, LPI agonist, primary screen (AID 2013); U2OS GPR55 beta-arrestin-GFP translocation imaging, LPI antagonism; higher % means a stronger effect; one-dose inhibition, % at 10 µM; IC50 in µM for titrated hits; hit rate 0.13% among 290,000;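 active = spots per cell inhibited over 60%, with over 100 cells counted and total cytoplasm intensity under 500,000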;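 note: U2OS cells stably carrying GPR55 and arrestin-GFP stimulated by 5 µM LPI near EC80; imaged beta-arrestin-GFP aggregate spots per cell after agonist stimulation; plate controls were LPI-stimulated DMSO wells for no effect and DMSO wells without LPI for full effect; some results filed as inactive read as strong as hits; confirmed hits need IC50 under 10 µM and bright autofluorescent wells are also inconclusive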
NOD1 NF-kB reporter: inhibition of NOD1-driven NF-kB reporter – cell-based, luminescence, uHTS, primary screen (AID 1578); NOD1-driven NF-kB luciferase reporter cells, luminescence; higher % means a stronger effect; inhibition, % at 4 µM; hits with a dose series show EC50 in µM; hit rate 1% among 290,000; in the data active = inhibition mostly above about 36%, no sharp cut-off; inactive = mostly below about 34%;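 note: HEK-293T reporter cells stimulated with the NOD1 agonist gamma-tri-DAP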
Numbers without * were called inactive; nt = not tested or not shown; [ ] = dose if it differs, or a comment. Some of the compounds tested (hit frequency here may not be typical).

SMILES | AID2073 | HIV peptide binding | KOR beta-arrestin-1 | GPR35 arrestin U2OS | GPR55 activation | Siah-1 displacement | KOR beta-arrestin-2 | GPR55 antagonists | NOD1 NF-kB reporter
Cc1cccc(C(=O)Nc2ccccc2N2CCN(c3ccc(F)cc3)CC2)c1 | 13% | -1.2% | -0.7% | 9% | 0.0% | 6% | 2% | 15% | 10%
O=C(NCC1CCCO1)c1onc(CSc2cccc(Cl)c2)c1C(=O)O (configuration not stated) | 22% | 4.7% | 1.8% | -12% | -0.1% | 1% | -5% | -6% | 4%
Nc1cc(=O)[nH]c(SCC(=O)Nc2ccc(Cl)c(Cl)c2)n1 | 11% | 38% | nt | 3% | 0.3% | -2% | -2% | 14% | -24%
Cc1nn(C(C)C(=O)NC2C(=O)N3C(C(=O)O)=C(CSc4nnnn4C)CSC23)cc1Cl (configuration not stated) | 24% | 24% | 7.1% | 0% | -0.2% | 8% | -24% | -2% | -12%
OCCn1c(-c2ccc(F)cc2)csc1=Nc1ccccc1 | 13% | -1.4% | 1.4% | 15% | -0.1% | 9% | -10% | 5% | -3%
COc1ccc(CN(C)CC(=O)Nc2sc3c(c2C#N)CCC3)c(OC)c1 | 16% | 9.6% | 0.6% | -9% | -0.4% | 5% | -4% | 9% | -7%
S=C(NCCCN1CCOCC1)Nc1cccc(Cl)c1 | -2% | 2.8% | -5.5% | 8% | -0.1% | -1% | 14%[20 µM] | -2% | -13%
CCOC(=O)Cc1c(C)c2c(O)cc(O)cc2oc1=O | 48% | 0.0% | 1.0% | -3% | -0.1% | 0% | -1% | 3% | -15%
CCOC(=O)CCCn1ncn2c(cc3occc32)c1=O | 4% | -2.1% | -8.8% | 0% | 0.2% | -5% | -1% | 11% | -5%
Cc1nnc(SCC(=O)N(C)CC(=O)Nc2ccc(F)cc2)n1Cc1ccccc1 | 16% | -1.0% | -0.2% | -7% | -0.3% | 4% | -8% | 3% | -20%
CCCCCCCNC(=O)c1ccc(N2CCC3(CC2)OCCO3)c([N+](=O)[O-])c1 | 7% | -3.8% | -6.8% | -2% | 0.2% | 6% | 22% | 4% | -33%
CCOC(=O)N1CCc2c(sc3c2c(=O)n(Cc2ccccc2)c(=O)n3Cc2ccccc2F)C1 | 4% | 1.5% | 0.1% | -10% | 0.2% | -3% | 3% | 10% | -40%
COc1ccc(S(=O)(=O)Nc2nc3ccccc3s2)cc1OC | -3% | 3.3% | -1.3% | 1% | 0.2% | -2% | 14% | 2% | 9%
CCOc1cc(N2CCOCC2)c(OCC)cc1NC(=O)COc1ccc2ccc(=O)oc2c1 | 1% | 1.5% | -0.2% | 5% | -0.2% | 8% | 14% | 7% | -34%
CC(=O)c1c(C)[nH]c(C(=O)NCc2ccccc2)c1C | 32% | 2.7% | 0.4% | -10% | -0.3% | 2% | 10% | 14% | -14%
CC(=O)Nc1ccc(/C=N/NS(=O)(=O)c2cc(C)ccc2C)cc1 | -3% | -3.2% | 1.8% | 6% | -0.1% | 0% | -14% | 12% | 8%
COc1ccc(N2C(=O)CCC(C(=O)NCc3cccnc3)C2c2ccc(OC)c(OC)c2)cc1 (configuration not stated) | 1% | 4.6% | -3.8% | 4% | -0.1% | -6% | -28% | -9% | 3%
COc1ccc(C(=O)OCC(=O)NC2CCCC2)c(OC)c1OC | 11% | 0.9% | -0.1% | 3% | 0.0% | 3% | -35% | 4% | -8%
O=C1CN(C(=O)c2ccccc2F)C(c2ccc(F)cc2)c2cc(F)ccc2N1 (configuration not stated) | 9% | -2.8% | -1.2% | 4% | -0.1% | 1% | -35% | -11% | 17%
O=c1c2ccccc2nc(/C=C/c2cccc([N+](=O)[O-])c2)n1CCO | 8% | 0.9% | -6.2% | 4% | 0.0% | -2% | 4% | 15% | -25%
CC(C)c1nc(CNC(=O)CC2C(=O)NCCN2Cc2cccc(F)c2F)cs1 (configuration not stated) | -2% | 3.7% | -5.6% | -9% | 0.0% | 11% | 16% | 16% | -18%
CS(=O)(=O)c1ccc(Cl)c(C(=O)NCC2CCCCC2)c1 | 6% | -3.3% | 27% | 4% | -0.2% | -8% | 35% | 5% | 17%
CCCN(CC(=O)Nc1c(C)cccc1CC)C(=O)SCC | -3% | -1.5% | -3.5% | 3% | 0.1% | 0% | -30% | -10% | 6%
CCOc1ccc(C2Nc3ccccc3C(CC)(CC)O2)cc1 (configuration not stated) | -10% | -1.5% | 5.0% | -6% | 0.0% | -5% | -6% | -3% | -28%
O=C(O)CSc1nc2ccccc2n1-c1ccccc1 | 6% | 1.0% | 1.8% | -2% | 0.2% | 1% | -4% | 6% | 10%
The list continues:
SMILES | AID2073 | HIV peptide binding | KOR beta-arrestin-1 | GPR35 arrestin U2OS | GPR55 activation | Siah-1 displacement | KOR beta-arrestin-2 | GPR55 antagonists | NOD1 NF-kB reporter
Cc1[nH]c(C)c(S(=O)(=O)NCc2ccc(N(C)C)cc2)c1C(=O)N1CCCC1 | -14% | -1.3% | -0.5% | 0% | -0.1% | 3% | -19% | 0% | -15%
COc1ccc(/C(=C/Nc2cccc(Br)c2)C(C)=O)cc1OC | -5% | -3.6% | -6.9% | -2% | 1.0% | 25% | -6% | 22% | -18%
Clc1cccc(-c2nnc3n2CCCCC3)c1 | 10% | 2.3% | -2.2% | 3% | 0.1% | 10% | -5% | -13% | -47%
COc1cc(/C=N/NC(N)=O)ccc1OCC(=O)N1C(C)CCCC1C (configuration not stated) | -5% | 0.4% | 5.3% | -10% | -0.2% | 5% | -15% | 12% | -9%
COc1ccc(C(=O)N2CCN(c3ncnc4c(-c5ccccc5)nsc34)CC2)cc1 | 26% | -0.1% | -0.8% | -23% | 0.3% | 8% | -15% | 15% | 4%
CN(c1ccc(C(=O)NCc2cccnc2)cc1)S(C)(=O)=O | 10% | -0.2% | -4.8% | -1% | -0.1% | 0% | 2% | -1% | -3%
COc1ccccc1OCC(=O)NCc1cccs1 | -3% | -0.9% | -4.9% | 15% | 0.3% | -1% | 18% | 82% | -7%
NC(=O)c1cccnc1Nc1cccc([N+](=O)[O-])c1 | 5% | -0.1% | -3.4% | -7% | 0.6% | 0% | 29%[20 µM] | 2% | -55%
CC1(C)Oc2ccc(C(=O)N3CCOCC3)cc2N(CC(=O)N2CCOCC2)C1=O | -6% | -0.1% | 3.3% | 30% | 0.0% | -2% | -12% | 11% | -8%
Cc1cc2c(Nc3ccc(O)cc3)ncnc2s1 | 1% | -1.1% | 1.0% | 10% | -0.2% | 0% | 8% | 7% | 30%
CN(c1ccccc1)C(c1ccc(F)cc1)c1nnnn1C1CCCC1 (configuration not stated) | -6% | 1.1% | -4.3% | 14% | -0.1% | 15% | 8% | 26% | -7%
O=C(CSc1nnc(NC(=O)C2CC2)s1)NCc1ccc(F)cc1 | 12% | 0.4% | 3.6% | -1% | -0.1% | 11% | 0% | 6% | -10%
CN(C)c1ccc(/C=C/c2nc3ccccc3c(=O)[nH]2)cc1 | 20% | 9.0% | 0.0% | -15% | -0.1% | 2% | -9% | 0% | -5%
COc1ccc(NC(=O)COc2nc3ccccc3nc2N2CCOCC2)c(OC)c1 | 2% | 0.9% | -0.7% | 0% | -0.3% | 0% | 4% | 12% | -34%
CC(C)(C)c1ccc(COn2c(=O)c(-c3ccco3)[n+]([O-])c3ccccc32)cc1 | 20% | 1.7% | 3.8% | 1% | -0.1% | -7% | -25% | 3% | 37%
COC(=O)COc1ccc(/C=N/NC(=O)CN(c2ccccc2OC)S(=O)(=O)c2ccccc2)cc1 | -8% | 0.3% | -0.5% | 2% | 0.2% | 0% | 6% | 12% | -9%
NC(=O)c1ccc(-c2ncc(-c3ccccc3)o2)cc1 | 34% | 0.4% | 0.5% | -20% | -0.1% | -2% | -1% | 10% | 15%
O=S(=O)(NC1CCN(Cc2ccccc2)CC1)c1cccc2cccnc12 | -9% | 0.1% | -0.2% | 18% | 0.5% | 3% | 2% | 10% | nt
COc1ccc(NC(=O)c2cc3cc(C)ccc3n2C)c(OC)c1 | 8% | -0.8% | -1.2% | 0% | 0.5% | -3% | -33%[20 µM] | 7% | -6%
CCCC1=[N+](CC)CCn2c(C)ccc21 | 3% | -0.1% | -3.4% | -3% | 0.0% | 3% | 1% | 5% | -29%
O=C(CSc1nnnn1C1CCCC1)Nc1ccccc1N1CCOCC1 | -2% | -1.0% | -2.3% | -3% | -0.1% | 2% | 15%[20 µM] | -1% | -11%
CC(C)(C)c1nnc2sc(SCCN3C(=O)c4ccccc4C3=O)nn2c1=O | -2% | -1.5% | -5.4% | -4% | 0.4% | 3% | 9% | -6% | 4%
COc1ccc(OC)c(C2C(C(=O)c3ccc(C)o3)=C(O)C(=O)N2CCN2CCOCC2)c1 (configuration not stated) | 1% | -0.4% | 7.0% | 19% | -0.2% | 5% | 16% | 14% | -16%
O=c1[nH]c(NCc2ccccc2)nc2c1CCC2 | 5% | 12% | -8.6% | -20% | 0.2% | -2% | -13% | 1% | -9%
COc1ccccc1/C=N/NC(=O)c1nnn(-c2nonc2N)c1CSC1=NCCS1 | 4% | -1.8% | 12% | 9% | -0.3% | 6% | 15% | 0% | -2%
New compounds follow
SMILES | AID2073 | HIV peptide binding | KOR beta-arrestin-1 | GPR35 arrestin U2OS | GPR55 activation | Siah-1 displacement | KOR beta-arrestin-2 | GPR55 antagonists | NOD1 NF-kB reporter
Clc1ss/c(=N\c2ccccn2)c1Cl | 6% | 0.1% | -4.8% | 2% | 0.9% | -8% | -13% | 0% | -20%
Cc1ccc(C)c(S(=O)(=O)Nc2ccc(O)c(Sc3ncn[nH]3)c2)c1 | -15% | 1.1% | 0.0% | -12% | 0.3% | 3% | 14% | 15% | -4%
CCOc1c(Br)cc(/C=N\NC(=O)c2ccccc2)cc1OC | 2% | -3.4% | 2.0% | -2% | 0.6% | -6% | -15% | 4% | -21%
Cc1ccc(NC(=O)CSc2nnc(N)s2)cc1S(=O)(=O)N1CCCCC1 | 6% | -0.8% | 1.4% | -12% | -0.1% | -1% | 16% | 14% | -15%
O=c1c2ccccc2nnn1CSc1nnnn1-c1ccc(O)cc1 | -12% | -1.0% | 4.2% | -11% | 0.3% | -2% | -18% | -2% | -13%
Cn1c(=O)cc(OCCCC(=O)NCc2ccccn2)c2ccccc21 | 14% | 4.2% | -4.3% | 6% | 0.0% | -4% | 21% | 10% | 2%
CCOc1ccc(/C=N/OCC(=O)Nc2cc(C)on2)cc1 | 0% | -2.2% | -3.9% | 14% | -0.4% | -1% | -16% | 4% | -20%
